# PI4K2A inh: inhibitors of human PI4K2A | hit rate 0.13% among 420,000 | Q9BTU6 | purified PI4K2A, ADP-Glo luminescence, 1 h; active compounds read low | activity change, negative = inhibition, % at 76.9 µM; in the data active = activity change below about -50%; inconclusive = mostly about -30% to -49%;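 note: -100% = wells without enzyme as full effect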
#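 Compounds are screened against recombinant PI4K2A using PI as substrate and ATP, the latter dispensed at 300 microM. Reactions run one hour at ambient temperature before ADP-Glo detection; full inhibition defined by wells lacking enzyme.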
# GLS inh: inhibitors of human glutaminase (GLS) | GLS enzymatic activity, qHTS titration | Potency, µM (doses to about 45.5 µM), without a hit: at the top dose activity change, negative = inhibition, hits mostly inhibitors | hit rate 0.21% among 410,000 | AID 624170; note: potency is the fitted concentration of half-maximal effect; % is set by controls: 0 for no effect and ±100 for the full control effect
#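 hKGA; 45 mM KH2PO4 pH 8.2 + 0.02% Tween-20; cpd via pin tool; 1 mM Gln soln; GluOx/HRP/Amplex Red; RT 30 min; fluor. t0 & final.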
# ERG-DNA inh: ERG Ets/DNA interaction inhibition. P11308. fluorescence polarization, His-ERG Ets domain / labelled DNA. Potency, µM (top dose mostly 76.9 µM), inactives show at the top dose FP activity, negative = inhibition, most hits filed as inhibitors. hit rate 0.028% among 370,000; active = well fitted inhibition curve with a large enough effect in the polarisation, with a control signal flat; inconclusive = small, poorly fitted or top-dose-only effect, or effect the other way, or a change in a side signal; inactive = no such curve, though single readings can be large or run the other way; the % refers to the polarisation;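 note: polarization taken with two DNA probes labelled with fluorescein and Texas red; potency is the fitted concentration of half-maximal effect; % of control where 0% means no effect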
#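 His-tagged ERG Ets domain (1 uM in the protein solution; 300mM KCl, 50mM Tris-HCl, 1mM EDTA, 1mM DTT, pH 7.5) received compound, then a probe mix of 5 nM fluorescein-DNA and 100nM Texas-615-DNA. Fluorescence polarization was read for both dyes.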
# Pin1 inh: human Pin1 inhibition; hit rate 0.009% among 390,000; Pin1 FP peptide displacement, HiFluor488, 10 min; Potency, µM (series often up to 115 µM), for the others: at the highest dose activity, negative = inhibition, most hits filed as inhibitors; Q13526; active = well fitted inhibition curve with a large enough effect in the polarisation, with a control signal flat, not every such curve was filed as active; inconclusive = small, poorly fitted or top-dose-only effect, or effect the other way, or a change in a side signal; inactive = no such curve, though single readings can be large or run the other way; the % refers to the polarisation; note: potency is the fitted concentration of half-maximal effect; % is set by controls: 0 for no effect and ±100 for the full control effect
# JMJD2A Tudor: inhibitors of human JMJD2A Tudor domain | Potency, µM (doses to about 114 µM), without a hit: at the highest dose activity change, negative = inhibition, actives largely listed as inhibitors | hit rate 4.4% among 390,000 | AlphaScreen JMJD2A-Tudor / H3K4me3 peptide binding | O75164; note: potency is the fitted concentration of half-maximal effect; % is set by controls: 0 for no effect and ±100 for the full control effect; nearly all actives have a fitted effect of over 50% in size
# Target sequence (O75164 whole entry, looked up, the tested form may be a part): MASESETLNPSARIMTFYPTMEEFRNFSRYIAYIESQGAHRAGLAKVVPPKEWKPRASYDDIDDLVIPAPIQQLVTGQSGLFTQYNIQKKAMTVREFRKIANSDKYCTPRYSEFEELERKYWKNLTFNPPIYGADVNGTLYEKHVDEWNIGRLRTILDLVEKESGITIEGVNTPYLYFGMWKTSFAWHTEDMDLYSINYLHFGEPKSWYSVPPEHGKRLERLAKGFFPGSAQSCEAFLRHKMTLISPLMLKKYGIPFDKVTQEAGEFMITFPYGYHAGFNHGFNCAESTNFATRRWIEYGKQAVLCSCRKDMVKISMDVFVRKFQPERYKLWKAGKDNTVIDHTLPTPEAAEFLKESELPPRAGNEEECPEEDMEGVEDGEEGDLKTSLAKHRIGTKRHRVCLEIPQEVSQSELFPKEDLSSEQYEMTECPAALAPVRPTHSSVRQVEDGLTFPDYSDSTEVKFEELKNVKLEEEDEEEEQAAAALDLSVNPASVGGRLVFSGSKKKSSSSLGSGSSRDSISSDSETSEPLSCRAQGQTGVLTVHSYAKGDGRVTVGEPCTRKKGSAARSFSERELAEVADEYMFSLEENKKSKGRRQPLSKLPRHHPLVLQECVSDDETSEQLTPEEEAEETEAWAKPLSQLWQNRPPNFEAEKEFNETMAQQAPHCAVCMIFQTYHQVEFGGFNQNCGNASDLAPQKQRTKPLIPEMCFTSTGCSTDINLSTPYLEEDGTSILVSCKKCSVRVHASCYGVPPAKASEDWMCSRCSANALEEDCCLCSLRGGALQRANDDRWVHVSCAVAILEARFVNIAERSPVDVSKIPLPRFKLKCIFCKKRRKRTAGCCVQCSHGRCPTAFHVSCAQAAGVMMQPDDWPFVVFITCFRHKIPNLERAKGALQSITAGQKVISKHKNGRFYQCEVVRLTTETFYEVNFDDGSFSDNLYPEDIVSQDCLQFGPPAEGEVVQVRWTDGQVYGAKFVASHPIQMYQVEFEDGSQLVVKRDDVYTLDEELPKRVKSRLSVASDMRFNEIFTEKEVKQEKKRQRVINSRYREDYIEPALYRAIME
# PGK inhibitor: inhibitors of T. brucei phosphoglycerate kinase; P07378; PGK/GAPDH coupled, Kinase-Glo luminescence, 60 min; Potency, µM (highest dose often 57.5 µM), for inactives: at the highest dose activity change, negative = inhibition, hits mostly inhibitors; hit rate 0.043% among 380,000; note: potency is the fitted concentration of half-maximal effect; % is set by controls: 0 for no effect and ±100 for the full control effect; nearly all actives have a fitted effect of over 60% in size
#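 Luminescent ATP detection (Kinase-Glo Plus) follows a 60-minute room-temperature incubation, with wells lacking PGK as controls. Buffer: 100 mM TEA (pH 7.6), 5 mM MgCl2, 0.01% Tween-20. Coupling enzyme GAPDH (100 nM final) supplies unstable 1,3-BPG in-well.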
# G9a block: inhibitors of human histone lysine methyltransferase G9a | hit rate 8.8% among 350,000 | Potency, µM (series often up to 102 µM), without a hit: at the highest dose activity, negative = inhibition, most hits filed as inhibitors | G9a H3K9 monomethylation, AlphaScreen, 2 h; note: potency is the fitted concentration of half-maximal effect; % is set by controls: 0 for no effect and ±100 for the full control effect; nearly all actives have a fitted effect of over 75% in size
#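 Enzyme 20 nM + cpd, 15 min RT; add b-H3K9 pep 500 nM / SAM 20 uM; 2 h RT; anti-H3K9me1 Ab 0.5 ug/mL + SA donor / anti-rabbit acceptor beads 20 ug/mL each, 10 min; AlphaScreen read.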
# BAZ2B block: blocks human BAZ2B | Q9UIF8 | AlphaScreen BAZ2B-H3K14Ac peptide displacement | Potency, µM (doses to about 114 µM), for inactives: at the highest dose activity change, negative = inhibition, actives largely listed as inhibitors | hit rate 4.4% among 360,000 | AID 504333; note: potency is the fitted concentration of half-maximal effect; % is set by controls: 0 for no effect and ±100 for the full control effect; nearly all actives have a fitted effect of over 60% in size
#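 Compounds, titrated to a top concentration of 110 uM, were incubated 30 min at room temperature with preformed BAZ2B/acetyl-K14 H3 peptide complex (50 nM each). Proximity signal was measured by AlphaScreen after 20 min with beads.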
# HP1b binding inh: blocks HP1-beta chromodomain binding to methylated histone tails; AID 540317; hit rate 0.56% among 390,000; AlphaScreen HP1-beta / biotin-H3K9me3 peptide binding; Potency, µM (titrated, usually from 114 µM), without a hit: at the highest dose activity change, negative = inhibition, most hits filed as inhibitors; P83916; note: potency is the fitted concentration of half-maximal effect; nearly all actives have a fitted effect of over 70% in size; inactives centre near 23
#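 AlphaScreen: HP1-beta (50 nM) preformed 30 min with biotin-H3(1-18)K9me3 peptide (50 nM) in PBS pH 7.4, 0.01% Tween-20. Compound added for 30 min at RT, then streptavidin donor/nickel chelate acceptor beads (10 ug/mL) for 30 min.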
# Active calls of the source: *; i = inactive; ? = inconclusive; . = no result given; & = joins results of further samples; [ ] = dose if it differs, or a comment. Unless noted, calls come from the whole dose curve; as a rule, active = well fitted curve in the direction sought with a large enough effect; inconclusive = small, poorly fitted or top-dose-only effect, or another doubt; inactive = no such curve, though single readings can be large; an effect the other way counts as inactive or inconclusive.
no.	structure	ERG-DNA inh	GLS inh	BAZ2B block	Pin1 inh	HP1b binding inh	G9a block	PGK inhibitor	PI4K2A inh	JMJD2A Tudor
1	Cc1cccc(N2CCN(C(=O)CN3CCOc4ccccc43)CC2C)c1 (stereo unspecified)	2%	24%	?	19%	-15%	50µM*	-1%	-2	?
2	COc1ccc(C(=O)OCC(=O)NC(=O)NC2CCCC2)cc1[N+](=O)[O-]	-2%	1%	.	-3%	-11%	.	-9%	1	-22%
3	CCCCN(CC)CCNc1c(NC2CCN(C(=O)OCC)CC2)c(=O)c1=O	8%	12%	0%	-2%	62%[activator]	?	6%	-4	-3%
4	Cc1ccc(NC(=O)CN2CCCN(S(=O)(=O)c3ccc(Br)s3)CC2)cc1	-11%	1%	-3%	11%	36%	50µM*	-8%	1	-21%
5	CCOCCCn1c(=N)c(S(=O)(=O)c2ccc(C)cc2)cc2c(=O)n3ccccc3nc21	1%	-11%	2%	1%	40%[activator]	-32%[59 µM]	5%	-2	-6%
6	Cc1cc(C)c(NC(=O)CSC2=Nc3ccccc3C3=NC(CC(=O)NCc4cccs4)C(=O)N23)c(C)c1 (stereo unspecified)	-1%	11µM*	?	-7%	9%	-24%[59 µM]	11%	-2	-17%
7	Cc1cc(C(=O)CN2C(=O)NC(C)(c3ccccc3)C2=O)c(C)n1CC1CCCO1 (stereo unspecified)	-7%	1%	-7%	-2%	31%	11%[59 µM]	-4%	1	7%
8	COc1ccc(C(=O)n2nnc3ccccc32)cc1OC	-5%	-11%	5%	-11%	56%[activator]	45µM*	3%	-1	-7%
9	CC(NC(=O)/C(C#N)=C/c1cn[nH]c1-c1ccccc1)c1ccccc1 (stereo unspecified)	-3%	7%	-30%	7%	12%	-38%[59 µM]	7%	-10	-16%
10	COc1ccc(NC(=S)N(CCCN2CCOCC2)Cc2ccccn2)cc1	-4%	-10%	-22%	1%	21%	?	2%	-4	8%
11	COC(=O)c1cccc(NC(=O)CCc2cc(OC)c(OC)c(OC)c2)c1	-4%	-3%	0%	-1%	31%	-13%[59 µM]	-5%	-4	2%
12	CCOc1ccccc1NC(=O)CCCn1cc([N+](=O)[O-])cn1	-3%	-1%	-21%	-4%	27%	?	-2%	3	-21%
13	CCC1(c2ccc(F)cc2)NC(=O)N(CC(=O)Nc2ccccc2C)C1=O (stereo unspecified)	-3%	-12%	-5%	6%	6%	-7%	-1%	1	71µM*
14	COc1cccc(NC(=O)CCC2CCN(C(=O)c3cccc(NC(C)=O)c3)CC2)c1	-3%	-2%	-12%	-7%	32%	-6%	-1%	1	1%
15	O=C(NC1CC1)c1cccc(NC(=O)C2CC2)c1	1%	-10%	.	1%	39%[activator]	.	-8%	6	6%
16	CC(=O)Nc1nonc1-c1nc2ccccc2n1CC1CC1	15%	1%	-3%	0%	32%	10%[59 µM]	0%	-6	-9%
17	CCC(C)N(C(=O)COC(=O)CNC(=O)c1sc2ccccc2c1Cl)C1CCS(=O)(=O)C1 (stereo unspecified)	12%	1%	-4%	1%	15%	.	-1%	-1	-7%
18	Cc1cccc(C(=O)NCc2nnc(SCC(=O)Nc3nnc(C)s3)n2C)c1	6%	-1%	8%	3%	23%	?	i	0	-7%
19	Cn1c(CNC(=O)CSc2n[nH]c(-c3ccccc3)n2)nc2ccccc21	8%	5%	2%	3%	17%[57 µM]	-8%[59 µM]	1%	0	-15%
20	Cc1[nH]c2ccccc2c1C(C[N+](=O)[O-])c1ccco1 (stereo unspecified)	-4%	6%	?	-7%	-8%	50µM*	1%	-15	?
21	CCOC(=O)c1c(NC(=S)NC)sc2c1CCCC2	1%	-11%	-3%	0%	17%	11µM*	i	-2	-26%
22	Cc1ccc(S(=O)(=O)c2nnn3c2nc(NCc2ccccc2)c2sccc23)cc1	-5%	-13%	?	21%	0%	-25%[59 µM]	-3%	1	-18%
23	O=c1[nH]c2ccccc2nc1C(F)(F)F	-1%	0%	?	-13%	22%	-3%	-5%	0	-4%
24	CCCN1C2CCCC1CC(NC(=O)c1ccccc1OCC)C2 (stereo unspecified)	9%	1%	-19%	-1%	32%	-12%	-8%	5	-2%
25	CC1(C)OC(=O)C(=CNC(CCC(N)=O)C(=O)O)C(=O)O1 (stereo unspecified)	-2%	-9%	2%	-7%	58%[activator]	-7%[12.7 µM]	-2%	2	?
26	CCOc1cc(C)c(Cl)cc1S(=O)(=O)N(C)C	-13%	2%	4%	-11%	22%	23%[12.7 µM]	-1%	-4	8%
27	CC(C)=CCCC1=CCC(/C(C)=N/NC(N)=O)CC1 (stereo unspecified)	-3%	5%	2%	-3%	7%	-33%	-1%	-7	-25%
28	O=C(CSc1nnnn1-c1ccccc1)Nc1ncc2c(n1)CC(c1ccco1)CC2=O (stereo unspecified)	-4%	0%	?	26%	-2%	?	-5%	2	-24%
29	COc1ccc(/C=N/NC(=O)c2cc3c(ccc4ccccc43)o2)c(OC)c1	5%	2%	-3%	41%[activator]	75%[activator]	19%	-2%	-2	-10%
30	CCOc1cc(NC(=O)c2ccccc2OC)c(OCC)cc1NC(=O)c1ccccc1	12%	-1%	1%	-1%	37%[activator]	11%	-5%	-1	-6%
31	Fc1ccc(-c2cc(-c3nc(-c4ccc(Cl)cc4)no3)[nH]n2)cc1	1%	-1%	4%	1%	8%	12%[59 µM]	i	1	-14%
32	CC1CC(C)CN(C(=O)CNC(=O)c2sc3ccccc3c2Cl)C1 (stereo unspecified)	6%	-1%	-4%	?	16%	-10%[12.7 µM]	-5%	-3	4%
33	CC(C)OP(=O)(c1ccc(N(C)C)cc1)C(O)c1ccncc1 (stereo unspecified)	-2%	2%	-1%	-1%	27%	.	-1%	-3	-7%
34	CCCc1cc(=O)[nH]c(Nc2ccc(C(=O)O)cc2)n1	2%	2%	-3%	-12%	26%	-2%[59 µM]	13%	2	-9%
35	Cc1cc(C)cc(OCC(=O)OCCN2C(=O)c3ccccc3C2=O)c1	-2%	4%	-4%	-4%	53%[activator]	56µM*	-7%	-3	21%
36	O=C(Nc1cccc(-c2nc3cccnc3s2)c1)C1c2ccccc2Oc2ccccc21	2%	?	79µM*	119%[activator]	25%	?	-11%	-2	?
37	O=S(=O)(NC(=NCc1ccccc1)c1ccc(F)cc1)c1ccc(Cl)cc1	-5%	0%	-4%	2%	21%	17%	0%	1	-12%
38	CCOC(=O)Cn1c(=O)c2c(nc3n2CCS3)n(C)c1=O	0%	-19%	2%	1%	8%	25%[59 µM]	-2%	2	-16%
39	CCOC(=O)N1CCN(CCC(=O)Nc2ccc(OC(F)(F)F)cc2)CC1	6%	-8%	-1%	2%	28%	0%[59 µM]	-1%	5	-8%
40	Cc1ccc(C(=O)N2CCN(C(=O)CN3CCOCC3)C2)cc1	8%	3%	3%	1%	28%	?	-12%	1	1%
41	CN(C)C=NC(=O)c1cc(C(=O)c2ccc(Cl)cc2Cl)c[nH]1	1%	-1%	-13%	5%	26%	-14%[59 µM]	4%	0	-10%
42	CC(=O)c1cccc(NC(=O)c2ccc3c(c2)c(C)c(C)n3Cc2ccc(Cl)cc2)c1	4%	1%	-20%	?	16%	-5%[59 µM]	-2%	-1	?
43	COc1cc(C(=O)OCC(=O)N2CCCC2=O)cc(OC)c1C	-3%	-5%	.	-5%	19%	.	-9%	-7	-31%
44	CCOc1ccc(CNC(=S)N/N=C/c2ccc(OC)c(OC)c2)cc1	.	-2%	-38%	16%	?	22%[59 µM]	9%	6	-34%
45	COc1ccccc1C(=O)Nc1ccc(OCC(=O)N2CC(C)CC(C)C2)cc1 (stereo unspecified)	-2%	-2%	0%	-5%	54%[activator]	3%[12.7 µM]	i	-3	-3%
46	CCN(CC(=O)Nc1ccc(S(=O)(=O)N2CCOCC2)cc1)Cc1ccccc1	-10%	-1%	15%	-8%	1%	-34%[12.7 µM]	-2%	-1	-10%
47	O=C(O)Cc1ccc(C(=O)c2ccccc2F)s1	2%	0%	-22%	12%	29%	45µM*	i	1	-5%
48	c1cncc(CSc2ccc(-c3cccs3)nn2)c1	9%	-10%	-1%	-5%	11%	-3%	-3%	-9	-6%
49	COCCn1c(=NC(=O)c2ccc(S(=O)(=O)N3CCCc4ccccc43)cc2)sc2cc(S(C)(=O)=O)ccc21	10%	-1%	3%	7%	26%	16%[59 µM]	-3%	-2	-6%
50	CC(SC(=S)N(C)Cc1cccs1)C(=O)O (stereo unspecified)	15%	-3%	-10%	-3%	32%	18%[59 µM]	-8%	-3	2%
51	O=C(Nc1cccnc1Cl)c1cc(-c2cccc(Cl)c2)on1	-4%&-1%	0%&-1%	-1%&0%	9%&-2%	6%&-2%	15%	-8%&-2%	-3&2	-13%&-8%
52	Cc1ccc(-n2c(C)nn(CCOc3ccccc3)c2=O)cc1	-1%	12%	-14%	3%	38%	6%	-3%	-4	2%
53	O=S(=O)(Cc1ccc(Cl)cc1)Oc1ccc(Cl)cc1	12%	6%	.	-8%	78%[activator][57 µM]	.	-6%	-1	228%[activator]

# Bioassay records deposited in PubChem by National Center for Advancing Translational Sciences (NCATS).
